# Compound activity deposited in PubChem by National Center for Advancing Translational Sciences (NCATS).
# Lipid storage S3: qHTS Assay for Lipid Storage Modulators in Drosophila S3 Cells | Drosophila S3 cells, BODIPY lipid droplet fluorescence, 18-24 h; cells fed with added oleic acid | lipid storage change, negative = inhibition, % at the top dose, mostly 46.1 µM; hits show Potency in µM | 320,000 tested, 0.64% active | AID 2685; active = well fitted inhibition curve with a large enough effect in the signal ratio, with a control signal flat, not every such curve was filed as active; inconclusive = small, poorly fitted or top-dose-only effect, or effect the other way, or a change in a side signal; the % refers to the signal ratio
#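 Laser-scanning cytometry quantifies lipid droplet accumulation (500–530 nm total intensity; droplet/cell object ratio) in oleic acid-fed (400 uM added) Drosophila S3 cells treated with a concentration series. 20 uM Triacsin C defined 100% inhibition.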
# Lipid storage S3 cell count max: recorded beside Lipid storage S3, whose call it bears; cell number change, %; measured here: cell count max response;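 cells counted by Cell Tracker Red CMTPX staining in the red channel; peak over a dose series mostly up to 46.1 µM; percent activity relative to internal control wells on each plate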
# * = called active by the depositor; i = inactive; ? = inconclusive; . = not tested or not shown; [ ] = remark or other dose. % is set by controls: 0 for no effect and ±100 for the full control effect; potency is the fitted concentration of half-maximal effect. An excerpt; rates above refer to the full screens.
# Sample of the layout, five compounds:
Lipid storage S3 | Lipid storage S3 cell count max | canonical_smiles
12% | . | N#Cc1c(-c2ccccc2)cc(-c2ccccc2)nc1Br
-1% | -6 | CCOc1ncccc1C(=O)NCc1ccc(OC)c(OC)c1
? | . | COc1ccc(OC(C)C(=O)Nc2ccccc2C(F)(F)F)cc1 (stereo not given)
? | . | CCCc1nc(SCc2cccnc2)c2c(=O)n(C)c(=O)n(C)c2n1
? | . | CC1CN(CCOc2ccc(Cl)c(Cl)c2)CC(C)O1 (stereo not given)

# All compounds of this part, from the first entry:
Lipid storage S3 | Lipid storage S3 cell count max | canonical_smiles
12% | . | N#Cc1c(-c2ccccc2)cc(-c2ccccc2)nc1Br
-1% | -6 | CCOc1ncccc1C(=O)NCc1ccc(OC)c(OC)c1
? | . | COc1ccc(OC(C)C(=O)Nc2ccccc2C(F)(F)F)cc1 (stereo not given)
? | . | CCCc1nc(SCc2cccnc2)c2c(=O)n(C)c(=O)n(C)c2n1
? | . | CC1CN(CCOc2ccc(Cl)c(Cl)c2)CC(C)O1 (stereo not given)
-27%[0.0737 µM] | -7 | CCCCn1nc(C(=O)N(CC(C)C)c2c(N)n(CCCC)c(=O)[nH]c2=O)c2ccccc2c1=O
? | . | COc1ccc2nc(NC(=O)CSc3nnnn3C3CCCCC3)sc2c1
? | . | CC(C)(Oc1ccc(Cl)cc1)C(=O)Nc1ccncc1
? | . | Cc1oc2c(c1C(=O)N1CCC(C)CC1)C(=O)c1ccccc1C2=O
? | . | N/C(=N\OC(=O)C1CCCCC1)c1cccc(Br)c1
-4% | 2 | O=C(O)c1ccc(N=Nc2c(O)[nH]c3cc(Cl)ccc23)cc1
9% | 15 | CN1C2Cc3c(n(C)c4ccccc34)C1CC=C2CO (stereo not given)
? | . | c1ccc(-n2c(SCc3nc(-c4cccs4)no3)nnc2-c2ccco2)cc1
-4% | -8 | COc1cc(/C=N/Nc2ccccn2)cc(OC)c1O
-8% | 1 | CCOC(=O)CCNC(=O)N1CCCC(Cc2ccccc2)(C(=O)OCC)C1 (stereo not given)
? | . | O=C(CSc1ccccc1C(=O)NCc1ccccc1)NC12CC3CC(CC(C3)C1)C2
? | . | CCCC(=O)OC(C(=O)Nc1cc(C(F)(F)F)ccc1Cl)c1ccccc1 (stereo not given)
18% | 3 | CCOC(=O)c1sc2nc(C3CC3)cc(-c3ccc(OC)cc3)c2c1N
34% | -3 | C=CCn1c(SCc2ccc3c(c2)OCO3)nc2scc(-c3ccco3)c2c1=O
? | . | Cc1cc(C(=O)Nn2cnnc2)cs1
? | . | COc1ccc(C(=O)Nc2cccc(-c3ccc(N4CCOCC4)nn3)c2)cc1
? | . | Cc1ccc(CNC(=O)CN(C(=O)N2CCN(C)CC2)S(=O)(=O)c2ccc(C)cc2)cc1
9% | 16 | Cc1nn(C)c(C)c1NC(=O)C12CC3CC(CC(C3)C1)C2
? | . | COc1ccc(-c2cc(C3CC3)nc3sc(C#N)c(N)c23)cc1

# Arranged by value in Lipid storage S3 (largest number first): three of the compounds above.
Lipid storage S3 | Lipid storage S3 cell count max | canonical_smiles
34% | -3 | C=CCn1c(SCc2ccc3c(c2)OCO3)nc2scc(-c3ccco3)c2c1=O
18% | 3 | CCOC(=O)c1sc2nc(C3CC3)cc(-c3ccc(OC)cc3)c2c1N
9% | 16 | Cc1nn(C)c(C)c1NC(=O)C12CC3CC(CC(C3)C1)C2

# Additional records.
Lipid storage S3 | Lipid storage S3 cell count max | canonical_smiles
11% | -5 | CS(=O)(=O)c1nc(S(=O)(=O)c2ccc(Cl)cc2)c(NCc2ccccn2)s1
? | . | Cc1c(C(=O)N2CCN(C(=O)c3ccco3)CC2)oc2c(Cl)cccc12
? | . | COC(=O)c1ccc(S(=O)(=O)N2CCC(C(N)=O)CC2)n1C
? | . | Cc1nc(N2CCOCC2)c2cc(-c3ccccc3)sc2n1
-1% | 10 | Cc1nn(C)c(C(=O)N/N=C/c2cccnc2)c1Br
? | . | COc1cc(C(=O)NCCNc2nc3cc(C)ccc3cc2C#N)cc(OC)c1OC
? | . | CC(C)c1ccc(/C=C2\NC(=O)NC2=O)cc1
-7% | -27 | O=C(N/N=C/c1coc2ccccc2c1=O)c1ccccc1Br
? | . | O=C(c1ccc(Cl)c([N+](=O)[O-])c1)N(c1ccccn1)c1ccccn1
? | . | Cc1cccc(Oc2ccc(S(=O)(=O)N3CCCCC3)cc2N)c1
20% | 23 | CC1CCc2nn(CC(=O)N3CCCCCC3)cc2C1 (stereo not given)
-1% | 6 | COc1ccc(C(=O)OCn2nnc3ccccc3c2=O)cc1
? | . | Cc1cccc(C(=O)NNC(=O)CSc2nnc(C(C)C)n2C)c1
-1% | 2 | O=C(O)c1ccccc1SCCS(=O)(=O)c1ccc(Cl)cc1Cl
? | . | COc1ccccc1OCC(=O)Nc1ccccc1C(=O)NCc1cccnc1
? | . | Cn1cnnc1-c1cccc(NC(=O)c2cc(F)c(F)cc2Cl)c1
? | . | Cc1onc(-c2ccccc2)c1C(=O)Nc1nnc(CC(C)(C)C)s1
6.5µM* | -3.7* | CCOC(=O)[C@H]1[C@H]2COc3cc(OC)ccc3[C@@H]2N2C(=O)c3cc(F)c(F)cc3NC(=O)[C@@]12C
? | . | COc1ccc(-c2csc(NC(=O)C3CCCCN3S(=O)(=O)c3ccccc3)n2)cc1 (stereo not given)
? | . | COCCCN1C(=O)N(c2ccc(F)cc2)C(=O)C1CC(=O)Nc1ccccc1 (stereo not given)
4% | 11 | Cc1ccc(NC(=O)CSc2nc3ccccc3c3nc(CCn4cncc4C)nn23)c(C)c1
? | . | O=C(c1ccc(=O)oc1)N1CCN(c2ccc(F)cc2)CC1
? | . | C=CCN(c1ccccc1OC)S(=O)(=O)c1cccc(C(=O)Nc2nnc(C3CC3)s2)c1
24% | -12 | O=S(=O)(c1ccc(F)cc1)c1nc(-c2ccc(F)cc2)oc1NCCN1CCOCC1
4% | 0 | CC1CCCC(C)N1C(=O)CSc1nnnn1C1CCCC1 (stereo not given)
-2% | 0 | CC(C)NC(=O)c1cc(-c2ccco2)nn1-c1ccc(Cl)cc1
? | . | Cc1ccc(S(=O)(=O)N(C)CC(=O)N2CCN(C(=O)c3ccco3)CC2)cc1
7% | -1 | CCOC(=O)Cn1nc(C)cc1NC(=O)c1cccnc1
? | . | CCOc1ccc(CNC(=O)C2CCN(C(=O)N3CC(C)Oc4ccccc43)CC2)cc1 (stereo not given)
? | . | COCCn1c(=O)[nH]c2cc(C(=O)NCCN3CCN(c4ccccc4)CC3)ccc2c1=O
-5% | 10 | Cc1ccc(-c2c[n+](CC(=O)c3cccs3)c3n2CCC3)cc1
? | . | CCN(CC(=O)NCC1CCCO1)S(=O)(=O)c1ccc(Cl)cc1 (stereo not given)
? | . | COCCNc1cc(C)nc2c3c(C)cc(C)nc3nn12
-19% | 18 | Cc1ccc2c(c1)N(CCC(=O)NCc1ccco1)C(=O)CO2
? | . | O=C(CN1N=C(c2ccccc2)CCC1=O)NCCN1CCc2ccccc2C1
? | . | CC(=O)c1c(C)cc(C)c(CSc2nnc(-c3ccco3)o2)c1C
-6% | 8 | O=C(COC(=O)c1ccc(S(=O)(=O)N2CCOCC2)cc1)Nc1ccccc1F
? | . | Cc1cc(C)n(Cc2ccc(C(=O)NCc3ccco3)o2)n1
-9% | 0 | CCc1ccc(/C=C2\Oc3cc(OS(C)(=O)=O)ccc3C2=O)cc1
? | . | CCC(C(=O)OCn1nnc2ccccc2c1=O)c1ccccc1 (stereo not given)
70% | -6 | O=C(NCCCN1CCCCC1)C1CC(=O)N(CCc2ccccc2)C1 (stereo not given)
-16% | -7 | CC(Oc1ccc(Cl)cc1)C(=O)Nc1ccccc1C(=O)N1CCOCC1 (stereo not given)
7.3µM* | 15* | S=C(NCCc1ccccc1)N1CCn2cccc2C1c1ccncc1 (stereo not given)
0% | 3 | O=C(CN1CCN(Cc2ccccc2)CC1)NC(=O)NCc1ccco1
3% | -1 | CN1CCN(C=NC2=NN(c3cccc(C(F)(F)F)c3)CC2)CC1
? | . | Cc1ccc(CNC(=O)CSc2nc(=O)n3ccccc3n2)cc1
i | 21 | Cc1ccc(Cl)cc1NC(=O)Nn1cnnc1
6% | 21 | CN=C(Nc1cccnc1)c1cccc(C(F)(F)F)c1
? | . | Cc1nc2ccccn2c1C(=O)N/N=C/c1ccc(CNC(=O)C(=O)Nc2ccccc2)o1
1% | . | CCCCn1c(=N)n(CC(O)c2ccccc2)c2ccccc21 (stereo not given)
? | . | COCCSc1nnc(NC(=O)CCS(=O)(=O)Cc2ccccc2)s1
? | . | Cc1[nH]c2ccccc2c1C(=O)C(C)OC(=O)C1CCC1 (stereo not given)
? | . | O=C(CN1CCOCC1)OCCCc1ccccc1
2% | -7 | COc1cc(CN2CCN(c3ncccn3)CC2)cc(OC)c1
-2% | 3 | O=c1ccnc(Nc2ccc(Cl)cc2)[nH]1
? | . | CC(=O)Nc1cccc(Nc2nc(-c3cccs3)nc3ccccc23)c1

# (next part)
Lipid storage S3 | Lipid storage S3 cell count max | canonical_smiles
-2% | -17 | COc1ccc(-c2nnn(CC(=O)N(CC3CCCO3)C(C(=O)NC(C)(C)C)c3ccco3)n2)cc1OC (stereo not given)
? | . | CCC(CO)N=CC1=C(O)C(C(=O)c2ccccc2)CCC1=O (stereo not given)
13% | -26 | C(=N\n1cnnc1)/c1cccn1-c1ccccc1
? | . | Clc1ccc(Nc2nc(N3CCOCC3)nc(N3CCOCC3)n2)cc1Cl
i | -10 | O=C(Nc1ccccc1Br)c1ccc2nccnc2c1
-2% | 4 | Brc1ccc2[nH]c3c(c2c1)CCC3
17% | 13 | COC(=O)c1ccccc1NC(=O)c1c(O)c2cccc3c2n(c1=O)CCC3
10% | 0 | Cc1ccc(N2C(=O)[C@@H]3[C@H](C2=O)C2c4ccccc4C=CN2[C@@H]3C(=O)c2ccco2)cc1 (stereo not given in full)
22% | 4 | COc1ccc(OCc2nc3ccccc3n2C(C)C)cc1
8% | -6 | N#C/C(=N/Nc1ccccc1F)C(=N)N1CCOCC1
3% | 13 | COC(=O)c1nn(-c2cccc(C(F)(F)F)c2)ccc1=O
? | . | COc1ccc(CCNC(=O)Cn2nnc(-c3ccc(N(C)C)cc3)n2)cc1OC
-7% | 7 | COc1ccccc1CC(=O)N1CCCC1
i | . | COc1ccc(N2CCN(C(=O)CCCn3c(=O)[nH]c4cc(Cl)ccc4c3=O)CC2)cc1
? | . | c1ccc(CSC2=NCCCN2)cc1
? | . | COc1cc(C(=O)NC(=S)NNC(=O)c2ccc3c(c2)OCO3)cc(OC)c1OC
? | . | C/C(O)=C(/N=O)C(=O)Nc1ccccc1
? | . | O=S(=O)(Nc1ccccc1N1CCOCC1)c1ccc(Cl)s1
i | 15 | Cc1ccccc1-c1cc(C(=O)Nc2sc(C)c(C)c2C(N)=O)c2ccccc2n1
8% | . | CCN(CC)C(=O)Cn1cc(C(=O)C(=O)N(C)C2CCN(C)CC2)c2ccccc21
2% | -2 | Cc1ccc(Oc2cc(-n3nc(C)cc3C)ncn2)cc1
-5% | 19 | COc1ccc(CCNC(=O)CSc2nc(C)cc(C)n2)cc1OC
? | . | O=C(O)CN1C(=O)/C(=C\c2ccc(OC(=O)c3ccco3)cc2)SC1=S
-13% | -6 | CC(c1nnc(SCC(=O)Nc2cccnc2Cl)n1-c1ccccc1)N(C)C (stereo not given)
i | 13 | O=C(CC1C(=O)NCCN1Cc1ccccc1)NC1CCCCCC1 (stereo not given)
? | . | O=C(Cn1nnc(-c2cccs2)n1)NCc1cccs1
? | . | COc1cccc(Cl)c1NC(=O)N1CCN(c2ccnc3cc(Cl)ccc23)CC1
? | . | CCOc1ccc(CCNC(=O)C2CCCN(S(=O)(=O)N3CC(C)CC(C)C3)C2)cc1OCC (stereo not given)
4% | -18 | Cc1ccc(C2CN(c3ccccc3)CC2C(=O)c2ccc(F)cc2)cc1 (stereo not given)
? | . | O=C(OCC(=O)N1CCCc2ccccc21)c1cccc(C(F)(F)F)c1
? | . | COc1ccc(OC)c(NC(=S)NCCSc2ccc(C)cc2)c1
i | . | COc1ccc(-c2cc(C(F)F)n3ncc(C(=O)N4CCN(C(=O)c5ccco5)CC4)c3n2)cc1
2% | -7 | COc1ccc(C(=O)N(C)Cc2ccccc2)cc1Br
0% | 13 | NC(=O)[C@@H]1CCCN1Cc1nc(Cc2ccccc2Cl)no1
i | 4 | Cc1cccc(C)c1OCc1cc(C(=O)N2CCC[C@H]2C(N)=O)no1
? | . | CCN1C(=O)/C(=C\N(C)C)S/C1=N\S(=O)(=O)c1ccc(C)cc1
-10% | -2 | O=C(Cn1c(=O)oc2ccccc21)Nc1ccc(F)c(F)c1
? | . | CCC(C)Sc1nc2c(c(=O)[nH]c(=O)n2C)n1Cc1ccc(Cl)cc1 (stereo not given)
? | . | CC(=O)c1ccc(OCCCC(=O)NCC(c2ccco2)N(C)C)cc1 (stereo not given)
i | -2 | COc1cccc(NC(=S)N2CCN(S(=O)(=O)c3ccc(F)cc3)CC2)c1
? | . | Cc1ccc(NC(=S)NC2CCN(Cc3ccccc3)CC2)cc1C
0% | 23 | COc1cc(-c2ccc(NC(C)=O)c(OC)c2)ccc1NC(C)=O
? | . | CCOC(=O)c1c(C=O)c(C)n(Cc2ccccc2)c1C
? | . | CCN(Cc1cc(=O)n2cc(Cl)c(C)c(Cl)c2n1)Cc1nc2ccccc2c(=O)[nH]1
